S3 lipid droplet: qHTS Assay for Lipid Storage Modulators in Drosophila S3 Cells | Drosophila S3 cells, BODIPY lipid droplet fluorescence, 18-24 h; cells fed with added oleic acid | lipid storage change, negative = inhibition, % at the top dose, mostly 46.1 µM; hits show Potency in µM | 320,000 tested, 0.64% active | AID 2685; active = well fitted inhibition curve with a large enough effect in the signal ratio, with a control signal flat, not every such curve was filed as active; inconclusive = small, poorly fitted or top-dose-only effect, or effect the other way, or a change in a side signal; the % refers to the signal ratio
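Drosophila S3 cells loaded with oleic acid (400 uM, as added) and compounds at several concentrations; lipid droplets imaged by 488-nm laser-scanning cytometry, 500–530 nm intensity and object ratio to cell channel. Percent activity normalized to 20 uM Triacsin C.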
S3 lipid droplet cell count max: also measured in S3 lipid droplet; calls as there; cell number change, %; measured here: cell count max response;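 cells counted by Cell Tracker Red CMTPX staining in the red channel; peak over a dose series mostly up to 46.1 µM; percent activity relative to internal control wells on each plate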
Starred values were filed as active, the others as inactive; i = inactive; ? = inconclusive; . = no result given; [ ] = dose if it differs, or a comment. % is scaled to controls: 0 for no effect and ±100 for the full control effect; potency is read from the fitted curve at half-maximal effect.

molecule,S3 lipid droplet,S3 lipid droplet cell count max
Cc1ccc(S(=O)(=O)N2CCN(C(=O)Cn3c(=O)cnc4ccccc43)CC2)cc1,?,.
C[C@@H](NC(=O)c1[nH]cnc1C(=O)Nc1ccccc1)c1ccccc1,?,.
CN(c1ccccc1)S(=O)(=O)c1ccc(C(=O)NCc2cccs2)cc1,-15%,.
O=C(c1ccc(CNS(=O)(=O)c2ccccc2)cc1)N1CCN(Cc2ccccc2)CC1,?,.
CC[C@H](C)[C@H](NC(=O)c1ccccc1)C(=O)Nc1ccc(S(=O)(=O)Nc2cc(C)nc(C)n2)cc1,-3%,11
C/C(=N/NC(=O)c1cc(-c2ccc(Br)s2)[nH]n1)c1ccco1,?,.
CCc1ccc(-n2c(=S)sc3c(=O)n(-c4ccccc4OC)c(=S)[nH]c32)cc1,-11%,14
Cc1cc(C(=O)Nc2c(C)n(C)n(-c3ccccc3)c2=O)cs1,i,3
Cc1ccccc1NC(=O)c1csc2c1CCCC2,?,.
Cc1ccccc1C(=O)Nc1c(C)[nH]c(=O)[nH]c1=O,?,.
CCN(CC)CCNS(=O)(=O)c1ccc(OC)c(Br)c1,?,.
COc1cc(N(C)C)c([N+](=O)[O-])cc1C(=O)N1CCOCC1,6%,12
CCOC(=O)N1CCN(c2ccc(S(=O)(=O)N3CCOCC3)cc2[N+](=O)[O-])CC1,-26%,-16
Cc1cc(C)n(C(=O)c2ccc(NC(=O)C3CC3)cc2)n1,?,.
CCOc1ccccc1NC(=O)NNC(=O)c1ccc2ccccc2c1,?,.
COc1ccc(C(=O)COC(=O)Cn2[nH]c(=O)c3ccccc3c2=O)c(OC)c1,i[0.0737 µM],12
Cc1cccc(-n2ccnc2SCC(=O)c2c(N)n(C3CC3)c(=O)[nH]c2=O)c1C,6%,-7
C=CCSc1nnc(NC(=O)COc2ccccc2)s1,i,.
Cc1nc2ccccc2nc(C)c1=NO,8%,8
CC(N)(C(=O)O)c1cccc(OCc2cccc(Cl)c2)c1 (stereo unspecified),?,.

One compound at a time (already shown):
Entry for Cc1cc(C)n(C(=O)c2ccc(NC(=O)C3CC3)cc2)n1 : S3 lipid droplet = ?; S3 lipid droplet cell count max = .
Entry for C=CCSc1nnc(NC(=O)COc2ccccc2)s1 : S3 lipid droplet = i; S3 lipid droplet cell count max = .
Entry for CC(N)(C(=O)O)c1cccc(OCc2cccc(Cl)c2)c1 (stereo unspecified) : S3 lipid droplet = ?; S3 lipid droplet cell count max = .

Back to the main list, repeating the two entries before the break.
molecule,S3 lipid droplet,S3 lipid droplet cell count max
Cc1nc2ccccc2nc(C)c1=NO,8%,8
CC(N)(C(=O)O)c1cccc(OCc2cccc(Cl)c2)c1 (stereo unspecified),?,.
Cc1nc(NC(=O)COC(=O)/C=C/c2ccco2)c(Cl)cc1Cl,1%,-8
O=C(NC1CCSC1=O)c1ccccc1 (stereo unspecified),-5%,-17
O=C1CN(C(=O)CSc2nnc(-c3ccccc3)n2Cc2ccc3c(c2)OCO3)c2ccccc2N1,?,.
COc1ccc2c(C)cc(N3CCCCCC3)nc2c1,29%,23
CCC(=O)n1nc(-c2ccccc2)nc1SCC(=O)Nc1ccc(C)cc1,-21%,13
CC(=O)c1ccc(N(C(=O)CNC(=O)c2ccco2)C(C(=O)NCC2CCCO2)c2ccccc2)cc1 (stereo unspecified),7%,-4
COc1ccc(C(=O)NC(=S)Nc2ccccc2N2CCN(S(C)(=O)=O)CC2)cc1OC,?,.
CS(=O)(=O)c1ncc(Cl)c(C(=O)Nc2ccc(OC(F)F)cc2)n1,18µM*,-14*
Cc1ccc(C)c2nc(Cl)c(C#N)cc12,-9%,-4
CC(C)C(OC(=O)CCC(=O)Nc1nccs1)C(=O)NC1CCCCC1 (stereo unspecified),0%,7
CCc1nnc(NC(=O)C2CCCN2S(=O)(=O)c2ccccc2)s1 (stereo unspecified),2%,6
CC(C)C(NC(=O)c1ccccc1)C(=O)OCC(=O)N1CCCC1 (stereo unspecified),2%,-18
Cn1nc(C(=O)N2CCN(c3ccccc3F)CC2)c2c1-c1ccccc1S(=O)(=O)C2,?,.
CC(C)(C)OC(=O)N1CCC(c2cc(-c3cccs3)n[nH]2)CC1,-11%,-16
N#CC1=C(N2CCCCC2)c2cc3c(n2C1=O)CCCC3,?,.
CCOc1cc(N2CCOCC2)c(OCC)cc1NC(=O)c1ccc2ccccc2n1,?,.
CCOC(=O)c1oc2ccc(S(=O)(=O)n3nc(-c4ccccc4)cc3N)cc2c1C,?,.
O=C(NC(=S)NC1CCCCC1)c1ccccc1[N+](=O)[O-],?,.
O=C(COC(=O)CC1CC2CCC1C2)Nc1ccc(F)cc1 (stereo unspecified),i,.
CC(C)c1nc(SCC(=O)Nc2ccc([N+](=O)[O-])cc2Br)n[nH]1,?,.

Later entries
molecule,S3 lipid droplet,S3 lipid droplet cell count max
O=[N+]([O-])c1ccc(OCC2CC(c3ccccc3)=NO2)cc1 (stereo unspecified),?,.
CC(C)c1ccc(OCC(=O)Nc2c3c(nn2C(C)(C)C)CS(=O)(=O)C3)cc1,i,.
COc1ccc(CCN(C)C(=O)C2CCN(C(=O)Nc3ccccc3)CC2)cc1OC,19%,19
COc1ccccc1CNS(=O)(=O)c1c(C(=O)N2CCCCCC2)c(C)n(C)c1C,?,.
O=C(O)C1CCCN1c1ncnc2ccccc12 (stereo unspecified),-2%,-9
CC1CCCCC1NCC#CCOc1ccc(Cl)cc1 (stereo unspecified),?,.
Cc1ccc(S(=O)(=O)N(C)c2ccc(C(=O)Nc3c(C)n(C)n(-c4ccccc4)c3=O)cc2)cc1,4%,3
Cc1ccc(C(=O)/C=C/Nc2ccccc2C(N)=O)cc1,-18%,-13
COc1cccc(/C=N/Nc2ccnc(=O)[nH]2)c1O,?,.
Cc1ccccc1-n1c(Cn2c(=O)sc3ccccc32)nnc1SCC(N)=O,?,.
Cc1nn(-c2ccc(F)cc2)c(C)c1NS(=O)(=O)c1ccc2ccccc2c1,-4%,-10
CCc1nnc(NC(=O)c2c(OC)cccc2OC)s1,?,.
CC(=O)NC(Cc1c[nH]c2ccccc12)C(=O)NCc1ccc2c(c1)OCO2 (stereo unspecified),11%,6
O=C1CCCN1CC(O)CS(=O)(=O)Cc1ccc(Cl)c(Cl)c1 (stereo unspecified),4%,5
CCOC(=O)c1cccc2c1-c1ccccc1/C2=N/O,?,.
CCOc1cc(N2CCOCC2)c(OCC)cc1NC(=O)COc1cccc2cccnc12,?,.
COc1cc(CNCCCN2CCOCC2)cc(Br)c1OCc1ccc(Cl)cc1,0%,-5
COc1ccccc1CN=C1NC(=O)C(CC(=O)Nc2ccc(OC)c(OC)c2)S1 (stereo unspecified),6%,7
Cc1cc(C(=O)NNC(=O)c2cccc(S(=O)(=O)N3CCOCC3)c2)c2ccccc2n1,-3%,-25
Cn1c(=O)c(C(=O)COC(=O)c2cc(C(F)(F)F)nc3ccccc23)c(N)n(Cc2ccccc2)c1=O,?,.

Later entries:
molecule,S3 lipid droplet,S3 lipid droplet cell count max
CC1(C)SCC(C(=O)O)N1C=O (stereo unspecified),?,.
COc1ccc(Oc2coc3cc(OC(=O)/C=C/c4ccccc4)ccc3c2=O)cc1,-8%,1
O=C(C1CC1)N1CCCN(C(=O)C2CC2)CC1,1%,-17
COc1cccc(CNC(=O)C(=O)NCC(c2ccco2)N2CCOCC2)c1 (stereo unspecified),4%,-6
Cc1cc(Cl)ccc1Oc1ccc(C(N)=O)cc1[N+](=O)[O-],-2%,0
Cc1cc(=O)oc2cc(OCC(O)CN3CCN(c4ccc(F)cc4)CC3)ccc12 (stereo unspecified),?,.
O=C([C@@H]1CCCN1C(=O)c1cccs1)N1CCN(S(=O)(=O)c2ccccc2F)CC1,?,.
CSc1cccc(NC(N)=O)c1,2%,15
Cc1ccc(C(C)(C)NC(=O)C2CCC(=O)N(C3CCCCCC3)C2)cc1 (stereo unspecified),20%,13
CCc1ccc(OCc2nnc(SCCN3CCOCC3)n2C)cc1,12%,4
O=C(O)c1cc(N/N=C/c2ccc3c(c2)OCCO3)ccc1Cl,?,.
Cc1ccc2c(c1)C1CN(C)CCC1N2C(=S)NC(=O)c1ccc(Cl)cc1Cl (stereo unspecified),?,.
COc1ccccc1C(=O)NNC(=O)c1ccccc1,?,.
CCCCS(=O)CC(COc1ccc(Cl)cc1)OC(=O)c1ccccc1 (stereo unspecified),20%,-13
NC(=O)c1nsc(C(=O)N(Cc2ccco2)C(C(=O)NC2CCCC2)c2ccc(O)cc2)c1N (stereo unspecified),i,10
COc1ccc(C(CNC(=O)Cc2ccccc2F)N2CCCCC2)cc1 (stereo unspecified),i,.
O=C(Nc1cccc(Cl)c1Cl)C1CCN(C(=O)c2cccs2)CC1,?,.
COc1ccccc1CNC(=O)CCCN1C(=O)COc2ccc(C)cc21,-6%,-13
O=C(/C=C/c1ccc(S(=O)(=O)N2CCOCC2)cc1)NCc1ccccc1,-3%,-12
O=C1C2C3C=CC([C@@H]2C(=O)N1C1CC1)[C@H]1C(=O)N(C2CC2)C(=O)C31 (stereo partly specified),10%,0

Continuation.
molecule,S3 lipid droplet,S3 lipid droplet cell count max
CC(C(=O)NCc1ccco1)n1ccc2cc(S(=O)(=O)N3CCCC3)ccc21 (stereo unspecified),i,4
CCCCc1nc2cc(C(=O)N3CCCCC3CC(=O)OCC)ccc2o1 (stereo unspecified),-10%,10
O=C(NNC(=O)c1ccccc1Cl)c1ccc2c(=O)n3c(nc2c1)CCC3,16%,-10
CC(C)NC(=O)c1ccccc1NC(=O)/C=C/c1cccc([N+](=O)[O-])c1,?,.
O=C(CC1(O)C(=O)N(CCc2ccccc2)c2ccccc21)c1ccccn1 (stereo unspecified),4%,.
O=C(NC1CCCCC1)C(c1cccs1)N(C(=O)C(F)(F)F)c1ccccc1 (stereo unspecified),i,13
CCOc1ccccc1CNC(=O)CCc1cn(C)c2ccccc12,?,.
CN(C)C(CNC(=O)c1cc(S(=O)(=O)N(C)c2ccc(F)cc2)ccc1Cl)c1ccco1 (stereo unspecified),19%,.
CCn1cc([N+](=O)[O-])c(C(=O)N2N=C(c3ccc4ccccc4c3)CC2c2ccccc2O)n1 (stereo unspecified),?,.
O=C(CSC1=NC(=O)C(Cc2ccccc2)C(=O)N1)Nc1ncc(Br)cc1Br (stereo unspecified),0%,-18
Cc1c(NC(=O)/C(=C/c2cccs2)c2cccs2)c(=O)n(-c2ccccc2)n1C,?,.
NC(Cc1ccc(O)c([N+](=O)[O-])c1)C(=O)O (stereo unspecified),-24%,-20
O=C(O)CC(Cc1ccccc1)C(=O)Nc1ccc([N+](=O)[O-])cc1 (stereo unspecified),1%,-8
Cc1ccc(S(=O)(=O)N2CCN(C(=O)c3ccco3)CC2)cc1C,?,.
O=S(=O)(N/N=C/c1ccccc1OCc1ccc(Cl)cc1)c1ccccc1,?,.
N#Cc1ccc(C2=CC(=O)C[C@H](c3ccc(F)cc3)C2)cc1,i,1
COc1ccc(C(C)NCCC(c2ccc(OC(C)C)cc2)c2ccccc2OC)cc1 (stereo unspecified),?,.
O=C(CN1CCN(CCO)CC1)Nc1ccccc1,4%,2
CC1CCN(CC(=O)Nc2ccccc2Sc2ccccc2)CC1,?,.
CCn1cc(C(=O)N/N=C(/C)c2ccc(F)cc2)c(=O)c2cc(F)c(N3CCCC3)cc21,9%,-7

Ordered by value in S3 lipid droplet cell count max (rising): some entries from above
SMILES,S3 lipid droplet cell count max
O=C(CSC1=NC(=O)C(Cc2ccccc2)C(=O)N1)Nc1ncc(Br)cc1Br (stereo unspecified),-18
CCn1cc(C(=O)N/N=C(/C)c2ccc(F)cc2)c(=O)c2cc(F)c(N3CCCC3)cc21,-7
O=C(CN1CCN(CCO)CC1)Nc1ccccc1,2

Next part:
molecule,S3 lipid droplet,S3 lipid droplet cell count max
Cc1ccnc(Nc2nc(-c3ccc(O)cc3)cs2)c1,?,.
Cc1ccc(S(=O)(=O)NCCSc2nnnn2-c2ccccc2)cc1,4%,-5
CN(C(=S)NC(=O)Cc1ccccc1)c1ccccc1,?,.
C=CCOc1ccc(C(=O)/C=C2/C(=O)Nc3ccccc32)cc1,0%,-7
COc1ccc(C(=O)CNc2ccc3ccccc3c2)cc1,?,.
C/C(=N\NS(=O)(=O)c1ccccc1)c1ccccc1,0%,-1
COc1ccc(N2C(=O)CC(N3CCOCC3)C2=O)cc1 (stereo unspecified),?,.
COc1cc(C=Nc2ccccc2C(=O)Nc2ccccc2)cc(OC)c1OC,0%,21
COc1ccc(-c2cc(=O)c3c(O)c(OC)c(O)cc3o2)cc1,i,17
CCc1cccc(NC(=O)c2cccc(S(=O)(=O)N3CCN(C)CC3)c2)c1,i,8
CN(C)c1ccc(NC(=O)c2ccc(N3CCOCC3)nc2)cc1,?,.
COP(=O)(OC)C(Nc1cc(Cl)cc(Cl)c1)c1cccc(O)c1 (stereo unspecified),-23%,-21
C/C(N)=C(/C#N)C(=O)COC(=O)c1oc2ccccc2c1COC(C)C,?,.
Cc1oc2cc(O)ccc2c(=O)c1Oc1ccccc1,-6%,-4

Only part of the results is shown; rates above refer to the full screens.
